IDE inh: inhibits human insulin-degrading enzyme in HEK cells | P14735 | FAbetaB cleavage, fluorescence polarization | actives 0.41% (n = 320,000) | AID 434962 | inhibition, % at 5.59 µM;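 active = percent inhibition above the average of all tested compounds plus 3 SD, set per screening campaign, cut at about 16% in these data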;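 also: IDE supplied by intact live HEK cells; FP after avidin binding of uncleaved biotin substrate so inhibition keeps polarization high; 0% = DMSO wells and 100% = 60 µM reference IDE inhibitor Ii1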
Target sequence (P14735 whole entry, looked up): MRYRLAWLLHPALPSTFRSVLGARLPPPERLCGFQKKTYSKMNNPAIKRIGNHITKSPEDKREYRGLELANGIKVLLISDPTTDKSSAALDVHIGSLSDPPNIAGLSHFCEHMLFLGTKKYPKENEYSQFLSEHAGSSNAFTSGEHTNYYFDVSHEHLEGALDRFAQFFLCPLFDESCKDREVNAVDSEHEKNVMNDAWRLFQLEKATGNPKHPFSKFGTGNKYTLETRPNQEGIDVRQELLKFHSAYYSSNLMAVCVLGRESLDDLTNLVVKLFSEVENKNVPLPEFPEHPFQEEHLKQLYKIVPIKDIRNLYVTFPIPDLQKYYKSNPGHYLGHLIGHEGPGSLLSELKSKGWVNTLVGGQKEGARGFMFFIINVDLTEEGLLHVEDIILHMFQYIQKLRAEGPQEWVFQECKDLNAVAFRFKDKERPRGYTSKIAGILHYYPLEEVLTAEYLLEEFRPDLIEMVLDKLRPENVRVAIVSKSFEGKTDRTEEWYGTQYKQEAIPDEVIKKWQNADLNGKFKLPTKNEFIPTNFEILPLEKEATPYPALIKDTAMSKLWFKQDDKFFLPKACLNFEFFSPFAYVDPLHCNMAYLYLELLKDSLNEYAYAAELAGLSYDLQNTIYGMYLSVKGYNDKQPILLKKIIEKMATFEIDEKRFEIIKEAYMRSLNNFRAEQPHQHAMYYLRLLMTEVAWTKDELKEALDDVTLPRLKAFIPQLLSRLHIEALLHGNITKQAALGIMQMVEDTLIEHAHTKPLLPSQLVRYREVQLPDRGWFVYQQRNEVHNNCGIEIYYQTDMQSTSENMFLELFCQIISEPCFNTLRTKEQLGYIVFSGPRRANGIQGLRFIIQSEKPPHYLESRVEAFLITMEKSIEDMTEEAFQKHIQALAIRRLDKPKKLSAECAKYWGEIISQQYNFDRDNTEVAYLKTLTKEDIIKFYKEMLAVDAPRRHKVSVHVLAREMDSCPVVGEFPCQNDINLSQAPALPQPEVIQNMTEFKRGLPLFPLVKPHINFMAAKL
IDE act: boosts human insulin-degrading enzyme activity in HEK cells. activation, % at 5.96 µM. P14735. actives 0.073% (n = 340,000). FAbeta-B cleavage, fluorescence polarization; 0% vehicle, 100% cell-free pure enzyme wells;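 active = activation above the mean of all tested compounds plus 3 SD, set per screening campaign, cut at about 17% in these data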
Starred values were filed as active, the others as inactive. These rows are one share of the data, so the mix of outcomes need not match the whole.

IDE inh	IDE act	Molecule
-8	4	CCn1c(=NC(=O)CS(=O)(=O)c2ccc(F)cc2)sc2cccc(OC)c21
3	5	COCCNC(=O)c1cc(S(=O)(=O)N2CCCCC2)ccc1N1CCOCC1
3	1	O=[N+]([O-])c1ccc(Cl)c(S(=O)(=O)Nc2cccc(-c3ccc(N4CCOCC4)nn3)c2)c1
1	-2	CC(C(=O)NC1(C#N)CCCCC1)N(C)CC(=O)Nc1ccc(Cl)c(Cl)c1 (stereo not given)
-3	-1	COc1ccc(N2CCN(C(=O)COC(=O)CNC(=O)c3ccc(Cl)cc3Cl)CC2)cc1
-3	-1	COc1ccc(-c2c(C3=CCCCC3)oc3ccc(-c4ccc5c(c4)OCO5)cc23)cn1
12	6	O=C(O)c1ccc(/C=N\Nc2ccccn2)cc1
3	3	COc1ccc(S(=O)(=O)N2CCN(Cc3ccccc3[N+](=O)[O-])CC2)cc1
1	4	Cc1cccc(NC(=O)CN2CCN(C(=O)CNC(=O)Cc3cccc4ccccc34)CC2)c1C
11	-2	Cc1ccn2c(=O)nc(SCC(=O)NC3CCCCC3)nc2c1
6	0	CCCCN(C(=O)c1ccc(S(=O)(=O)N2CCOCC2)cc1)C1CCS(=O)(=O)C1 (stereo not given)
1	4	CCc1noc(C)c1C(=O)Nc1ccccc1N1CCOCC1
0	6	CCC(C(=O)NC1CCCCCC1)c1ccccc1 (stereo not given)
3	-1	Cc1ccc(S(=O)(=O)NCCC(=O)N2CCC(Cc3ccccc3)CC2)cc1
2	7	Cc1ccc(C(=O)OCC(=O)NC(C)c2ccccc2)s1 (stereo not given)
3	-4	ClCc1c2ccccc2cc2ccccc12
8	1	CC(Sc1nnc(Cc2ccccc2)o1)C(=O)Nc1ccccc1[N+](=O)[O-] (stereo not given)
1	-1	CCN1CCCC1CNC(=O)c1cc(S(N)(=O)=O)ccc1OC (stereo not given)
-2	2	COC(=O)c1c(C)[nH]c(C(=O)CN(C)CC(=O)Nc2cccc(F)c2)c1C
8	7	COc1ccc(CC(=O)N(C)CC(=O)Nc2c(C)cccc2C)cc1S(=O)(=O)N1CCOCC1
0	-2	O=C(NCC1(N2CCCCC2)CCCCC1)c1ccc(NS(=O)(=O)c2ccc(F)cc2)cc1
7	1	CC(=O)N1CCN(c2ccc(Nc3nc(C)nc4c3oc3ccccc34)cc2)CC1
-2	-10	COc1ccc(CNC(=O)CC2C[C@H](C(=O)N(C(C)C)C(C)C)[C@@]3(C)c4[nH]c5ccccc5c4CCN3C2=O)cc1OC (stereo not given in full)
-2	0	COc1ccc(CC(=O)NCCS(=O)(=O)N2CCN(c3ccccc3OC)CC2)cc1
0	3	Cc1cc(C(=O)COC(=O)C23CC4CC(CC(O)(C4)C2)C3)c(C)n1C
-3	-2	CCCCn1c(N)c(N(CCC(C)C)C(=O)c2cc(Cl)nc3ccccc23)c(=O)[nH]c1=O
5	5	O=C1CN(C(=O)COC(=O)[C@@H]2CCCN2S(=O)(=O)c2ccc(Cl)cc2)c2ccccc2N1
1	2	CCCCn1c(N)c(N(CC(C)C)C(=O)C2=NN(c3ccccc3)C(=O)CC2)c(=O)[nH]c1=O
-6	6	CSc1ccccc1NC(=O)CN(C)C(=O)c1ccc(-n2cccn2)cc1
-6	3	CN(C(=O)CSc1nc2ccccc2n1C)C1CCS(=O)(=O)C1 (stereo not given)
7	5	CCCCN1C(Nc2ccccc2)=NC[C@@H]1CC(C)C
2	-2	Cc1ccc(NC(=O)Cc2ccccc2F)cc1S(=O)(=O)N1CCCCCC1
1	3	CC(=O)Nc1cccc(C(=O)OCC(=O)NNC(=O)c2cccs2)c1
8	-1	CCOc1ccc(NC(=O)CN(C)C(=O)c2cc(-c3ccncc3)nc3ccccc23)cc1OCC
2	3	CCCNCC(=O)Nc1cccc(S(=O)(=O)NC2=NCCCCC2)c1
5	2	CN(C)C1=NC[C@H](Cc2ccccc2)N1CCc1ccc(F)cc1
3	5	CC(=O)Nc1ccc(C(=O)CN2C(=O)NC3(CCCc4ccccc43)C2=O)c(F)c1 (stereo not given)
-3	-4	O=C(O)CCn1cc(-c2ccc(Cl)cc2)nc1-c1ccc(Cl)nc1
3	1	CN(Cc1ccc(C(C)(C)C)cc1)C(=O)Cc1ccc(S(=O)(=O)N2CCOCC2)s1
-1	1	CC12CCC(=O)N1C(C(=O)NNC(=O)c1ccccc1Cl)CS2 (stereo not given)
-1	3	Cc1cc(C)cc(N(CCC#N)C(=O)COC(=O)C2=COCCO2)c1
5	-3	O=[N+]([O-])c1ccccc1S(=O)(=O)Nc1ccc(-c2ccc3nncn3n2)cc1
3	-8	COc1ccc(NC(=O)CCCOc2ccc(Cl)c(C)c2)cc1S(=O)(=O)N1CCOCC1
-1	1	Cc1c(NC(=O)C(C)OC(=O)CCOc2ccccc2)c(=O)n(-c2ccccc2)n1C (stereo not given)
-3	4	COc1ccc(C(=O)NCC(=O)OCC(=O)NC2CCCCCC2)cc1OC
1	1	O=C(C1CCC1)N1CCN(S(=O)(=O)c2ccc([N+](=O)[O-])cc2)CC1
-1	-1	CC1CCCCC1NC(=O)COC(=O)c1ccc2c(c1)NC(=O)CS2 (stereo not given)
-10	10	CCC(C)N1CCC2(CC1)N=c1c(c3c4c5c(C)c(O)c3c(O)c1=NC(=O)C(C)=CC=C[C@H](C)[C@H](O)[C@@H](C)[C@@H](O)[C@@H](C)[C@H](OC(C)=O)[C@H](C)[C@@H](OC)C=CO[C@@](C)(O5)C4=O)N2 (stereo not given in full)
1	-3	Cc1cccc(NC(=O)COC(=O)c2cccc(S(=O)(=O)N3CCCCCC3)c2)c1
5	5	Cn1c(CC(=O)NNC(=O)c2ccccc2F)nc2ccccc21
10	5	CCCCCCSc1cccc(-c2nc3ccc(C)cn3c2NC2CCCCC2)c1
0	-3	CCOc1ccc(NC(=O)c2ccc(F)cc2F)cc1
-6	3	COc1ccccc1CN(C)C(=O)c1cccc(S(=O)(=O)N2CCc3ccccc3C2)c1
-4	2	CC1(C)O[C@@H]2[C@H](O1)[C@@H](COS(=O)(=O)O)O[C@H]2n1c(=S)[nH]c2c(=O)[nH]c(N)nc21
5	-1	CCN(c1ccccc1)S(=O)(=O)c1cc(C(=O)NCc2ccco2)ccc1C
-3	1	O=C(NCc1ccccc1)c1ncn(Cc2ccccc2)c1C(=O)NCc1ccccc1
-2	3	O=C(COC(=O)Cc1c(F)cccc1Cl)NC(=O)Nc1ccccc1F
0	6	Cc1ccc(S(=O)(=O)NC(CC(C)C)C(=O)NCCCn2nc(C)cc2C)cc1 (stereo not given)
5	0	O=C(CCCOc1ccccc1)Nc1cccc(S(=O)(=O)N2CCCCCC2)c1
-4	7	CN(C)CCn1c(=O)n(C2CCCCC2)c(=O)c2c3c(sc21)CCCCC3

Continuation:
IDE inh	IDE act	Molecule
-2	7	Cc1c(NC(=O)c2cccc(NC(=O)Cc3c(F)cccc3Cl)c2)c(=O)n(-c2ccccc2)n1C
-3	1	CC(Oc1ccc(C(C)(C)C)cc1)C(=O)NCC(c1ccco1)N1CCCC1 (stereo not given)
-4	12	CCOc1ccc(C(=O)NC2CCCCCCC2)cc1
1	3	CC1CN(C(=O)COC(=O)/C=C/c2cccc([N+](=O)[O-])c2)CC(C)O1 (stereo not given)
-1	0	CCN(C[C@H]1N[C@@](CC)(C(=O)OC)[C@H]2C(=O)N(C)C(=O)[C@@H]12)S(=O)(=O)c1ccc(OC)cc1
-3	2	O=C(Cc1c(Cl)cccc1Cl)N1CCN(S(=O)(=O)c2cccs2)CC1
1	5	O=C1CC/C=C\C[C@@H](CC(=O)N(CCO)Cc2ccccc2)C(=O)N[C@H](Cc2ccccc2)CO1
-1	-6	COc1cccc(/C=N/Nc2ccc(Cl)nn2)c1OC
0	0	Cc1ccsc1C(=O)N1CC=C(c2ccccc2)CC1
2	1	COc1ccc(-c2cccc(NS(=O)(=O)c3cc([N+](=O)[O-])ccc3Cl)c2)nn1
10	6	CC(C)CN(C(=O)C1CC1)c1c(N)n(Cc2ccccc2)c(=O)[nH]c1=O
8	0	O=C(CCNS(=O)(=O)c1ccc(F)c(Cl)c1)NCc1ccccc1F
3	0	CN(CC(=O)Nc1ccc(F)c(F)c1F)C(=O)CCc1nc2sc3c(c2c(=O)[nH]1)CCCC3
-2	2	CC(Sc1nnnn1C)C(=O)NC1CCCC1 (stereo not given)
8	-3	COc1cc2c(C#CCO)c(-c3ccc(C#N)cc3)oc(=O)c2cc1OC

Retrieved by structure from the entries so far (five):
IDE inh	IDE act	Molecule
-3	2	O=C(Cc1c(Cl)cccc1Cl)N1CCN(S(=O)(=O)c2cccs2)CC1
-1	0	CCN(C[C@H]1N[C@@](CC)(C(=O)OC)[C@H]2C(=O)N(C)C(=O)[C@@H]12)S(=O)(=O)c1ccc(OC)cc1
3	0	CN(CC(=O)Nc1ccc(F)c(F)c1F)C(=O)CCc1nc2sc3c(c2c(=O)[nH]1)CCCC3
-2	2	CC(Sc1nnnn1C)C(=O)NC1CCCC1 (stereo not given)
0	0	Cc1ccsc1C(=O)N1CC=C(c2ccccc2)CC1

Among those listed so far, these have a tert-butyl group:
IDE inh	IDE act	Molecule
3	1	CN(Cc1ccc(C(C)(C)C)cc1)C(=O)Cc1ccc(S(=O)(=O)N2CCOCC2)s1
-3	1	CC(Oc1ccc(C(C)(C)C)cc1)C(=O)NCC(c1ccco1)N1CCCC1 (stereo not given)

The results go on.
IDE inh	IDE act	Molecule
1	3	CC(=O)c1cc2c(cc1NC(=O)C1CN(C(C)=O)c3ccccc3O1)OCO2 (stereo not given)
3	-1	C[C@@H]1COC(=O)CCC/C=C\C[C@@H](CC(=O)N(CCO)Cc2ccccc2)C(=O)N1
3	0	Cc1ccc(C2CN(CCC(N)=O)C(=O)CO2)cc1 (stereo not given)
6	1	CCCn1c(SC(C)C(=O)N2CCOCC2)nc2ccc(Br)cc2c1=O (stereo not given)
-3	8	CC(C)[C@H](NC(=O)c1ccc(Br)cc1)C(=O)NC1CCCCC1
-5	3	CC(C)(C)OC(=O)C[C@H]1C/C=C\C[C@@H](CC(=O)NCCO)C(=O)N[C@H](Cc2ccccc2)COC1=O
-4	3	Cn1cccc1C(=O)OCC(=O)NCc1ccc2c(c1)OCO2
-2	6	CCN(CC(=O)Nc1ccc(OC)cc1)C(=O)c1ccc(NS(=O)(=O)c2ccc(C(C)=O)cc2)cc1
0	2	Cc1ccc(NC(=O)COC(=O)c2ccc(-n3cnnn3)cc2)c(Br)c1
-7	0	Cc1ccccc1-c1nc2c(s1)CCc1onc(-c3ccc(Cl)cc3)c1-2
4	5	NS(=O)(=O)c1ccc(CCNC(=O)COC(=O)CCc2c[nH]c3ccccc23)cc1
7	3	Cc1c(NC(=O)COC(=O)c2ccc(Cl)nc2)c(=O)n(-c2ccccc2)n1C

By substructure, those above with a furan ring, fused or not (four)
IDE inh	IDE act	Molecule
-3	-1	COc1ccc(-c2c(C3=CCCCC3)oc3ccc(-c4ccc5c(c4)OCO5)cc23)cn1
7	1	CC(=O)N1CCN(c2ccc(Nc3nc(C)nc4c3oc3ccccc34)cc2)CC1
5	-1	CCN(c1ccccc1)S(=O)(=O)c1cc(C(=O)NCc2ccco2)ccc1C
-3	1	CC(Oc1ccc(C(C)(C)C)cc1)C(=O)NCC(c1ccco1)N1CCCC1 (stereo not given)

Source: PubChem BioAssay
